# thrombin 1536: human alpha-thrombin inhibitors, primary screen, counter-screen for coagulation protease inhibitor project, biochemical, 1536-well, fluorogenic AMC substrate. Boc-VPR-AMC fluorogenic substrate cleavage. inhibition, % at 5 µM. actives 0.26% (n = 220,000). AID 1046, 2008;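 active = inhibition at or above 40%; inactive = inhibition below 40%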;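 also: 0% = enzyme with no compound and 100% = wells without enzyme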
#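 Material: human alpha-thrombin protein; Also added: Boc-VPR-AMC substrate, 15 µM final; Timing: enzyme reaction carried out at room temperature; Signal: fluorescence, ex 355 nm, em 460 nm; Measure: % inhibition of thrombin; Controls: enzyme without compound as high, wells lacking enzyme as low.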
# 14-3-3 Bad inh: inhibitors of 14-3-3 zeta/Bad binding, primary screen, biochemical, TR-FRET, bovine 14-3-3 zeta; TR-FRET 14-3-3zeta/Dy647-pBad peptide displacement, 1 h; actives 0.71% (n = 220,000); inhibition, % at 21.7 µM; 14-3-3 protein zeta/delta (Bos taurus), P63103; AID 781, 2007;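 active = inhibition above about 70%, limit read from the data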;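 also: 0% = full 14-3-3 plus peptide FRET controls and 100% = background without 14-3-3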
# Wee1 degr inh: Wee1 degradation inhibitors, primary screen, cell-based, HeLa, Wee1K328M-luciferase, luminescence; HeLa Luc-Wee1K328M stability; 100% = proteasome inhibitor MG132 effect; reporter increase, % at 5 µM; actives 1.2% (n = 220,000); AID 1321, 2008;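 active = activation above the mean of all tested compounds plus 3 SD, set per screening run, cut at about 8.8% in these data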;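 also: cells exposed to compound for 20 h before luminescence read; 0% = DMSO alone and 100% = MG132 at 30 µM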
# Runt-CBFb FRET: inhibitors of RUNX1 Runt–CBFb binding, primary screen, biochemical, FRET, Cerulean-Runt, Venus-CBFb, uHTS. Runt-related transcription factor 1 (Homo sapiens) + Core-binding factor subunit beta …. Cerulean-Runt/Venus-CBFb FRET ratio 530/480, 1 h. inhibition, % at 20 µM. actives 0.46% (n = 220,000). AID 1496, 2009;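 active = inhibition over about 50% at 20 µM in the single-dose screen, limit read from the data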;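 also: 0% = DMSO wells and 100% = excess unlabeled CBFb competitor control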
# Target sequence (Q01196 whole entry, looked up): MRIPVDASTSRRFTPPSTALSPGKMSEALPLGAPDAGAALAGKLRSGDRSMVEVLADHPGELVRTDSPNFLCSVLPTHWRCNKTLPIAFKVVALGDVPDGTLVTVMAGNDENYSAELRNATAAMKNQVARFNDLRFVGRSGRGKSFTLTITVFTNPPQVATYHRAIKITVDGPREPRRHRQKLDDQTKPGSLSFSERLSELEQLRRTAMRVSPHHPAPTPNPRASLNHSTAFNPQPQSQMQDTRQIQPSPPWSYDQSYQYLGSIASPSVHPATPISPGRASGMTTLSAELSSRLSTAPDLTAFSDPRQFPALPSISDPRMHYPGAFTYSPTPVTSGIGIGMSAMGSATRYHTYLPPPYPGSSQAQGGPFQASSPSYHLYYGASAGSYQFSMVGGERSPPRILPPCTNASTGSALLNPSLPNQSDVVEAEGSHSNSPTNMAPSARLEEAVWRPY
# Target sequence (Q13951 whole entry, looked up): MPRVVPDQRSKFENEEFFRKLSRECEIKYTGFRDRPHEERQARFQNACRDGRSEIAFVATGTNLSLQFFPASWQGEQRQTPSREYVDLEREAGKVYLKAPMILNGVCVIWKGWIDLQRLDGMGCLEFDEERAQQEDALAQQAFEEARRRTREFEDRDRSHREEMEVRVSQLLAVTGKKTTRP
#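 Measured by: fluorescence energy transfer, 422 nm excitation, 530/480 nm emission; Assay system: Cerulean-Runt domain; Medium: Tris pH 7.5 buffer with BSA; Measure: loss of energy transfer signal; Controls: 5 µM unlabeled CBFb as full-inhibition high control; Incubation: protein complex preformed 1 h, compound exposure 1 h, room temperature, dark.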
# Hck Nef HTS: inhibitors of Nef-activated human Hck kinase, primary screen, biochemical, Z-Lyte FRET, 384-well, Hck-YEEI | actives 0.68% (n = 220,000) | Recombinant Hck-YEEI plus Nef, Z-Lyte FRET kinase assay | inhibition, % at 20 µM | Tyrosine-protein kinase HCK (Homo sapiens), P08631;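 active = Hck-Nef kinase inhibition above about 50%, limit read from the data; inactive = inhibition below that limit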;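 also: 0% = DMSO with Hck plus Nef and 100% = Hck alone without Nef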
# FXIIa inh 1536: human FXIIa protease inhibitors, primary screen, biochemical, 1536-well; Coagulation factor XII (Homo sapiens), P00748; purified FXIIa, Boc-QGR-AMC fluorogenic substrate, 2 h; inhibition, % at 5 µM; actives 0.3% (n = 220,000); in the data active = inhibition above about 40%;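 also: 0% = enzyme with no compound and 100% = blank without enzyme; many of its hits are not listed in these tables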
# FXIa inh 1536: human FXIa protease inhibitors, primary screen, biochemical, 1536-well; Coagulation factor XI (Homo sapiens), P03951; purified FXIa, Boc-Glu-Ala-Arg-AMC fluorogenic substrate; inhibition, % at 5 µM; actives 0.14% (n = 220,000);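 active = inhibition of at least 40%; inactive = inhibition below 40%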;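 also: fluorescence of freed AMC excited at 355 nm; 0% = enzyme without compound and 100% = no enzyme blank; many of its hits are not listed in these tables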
# hK5 inh: human KLK5 protease inhibitors, primary screen, biochemical, 1536-well. AID 873, 2007. actives 0.59% (n = 210,000). Kallikrein-5 (Homo sapiens), Q9Y337. inhibition, % at 5 µM. recombinant hK5, fluorogenic AMC substrate cleavage;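 active = inhibition of 40% or more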;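 also: 0% = enzyme controls without compound and 100% = no-enzyme blanks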
# Target sequence (Q9Y337 67-293 limits assumed): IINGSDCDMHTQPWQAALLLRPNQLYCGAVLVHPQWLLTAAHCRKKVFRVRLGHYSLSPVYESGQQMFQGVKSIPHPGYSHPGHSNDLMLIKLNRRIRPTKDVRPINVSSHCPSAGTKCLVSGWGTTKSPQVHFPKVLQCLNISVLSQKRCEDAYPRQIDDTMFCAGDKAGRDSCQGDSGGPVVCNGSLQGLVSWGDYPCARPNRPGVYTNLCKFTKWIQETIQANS
# Runt-SMMHC FRET: inhibitors of RUNX1 Runt–CBFb-SMMHC binding, primary screen, biochemical, FRET, Cerulean-Runt, Venus-CBFb-SMMHC, uHTS; Runt-related transcription factor 1 (Homo sapiens) + Core-binding factor subunit beta …; Cerulean-Runt/Venus-CBFb-SMMHC FRET ratio 530/480, 1 h; inhibition, % at 20 µM; actives 0.74% (n = 220,000);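 active = mean inhibition across duplicate retests at 20 µM reaching about 50%, limit read from the data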;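 also: 0% = DMSO wells and 100% = wells with excess untagged CBFb-SMMHC; inhibitors lower the FRET ratio by blocking Runt binding to CBFb-SMMHC; some results filed as inactive read as strong as hits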
# * = called active by the depositor; nt = no result given; [ ] = remark or other dose.
cpd | Molecule | Runt-CBFb FRET | thrombin 1536 | 14-3-3 Bad inh | FXIa inh 1536 | Runt-SMMHC FRET | Wee1 degr inh | Hck Nef HTS | FXIIa inh 1536 | hK5 inh
1 | COc1ccccc1CNC(=O)Cn1cc2c(n1)CCCC2 | 1 | -3 | 4 | 5 | -1 | -1 | -1 | 12 | -11
2 | COC(=O)CC1C(=O)NCCN1Cc1cn(-c2ccc(C)cc2)nc1-c1cccc(C)c1 (centres undefined) | -3 | -4 | -1 | -2 | -2 | 5 | 8 | 12 | -1
3 | Cc1c(C)c(C)c(S(=O)(=O)N2CCNCC2)c(C)c1C | 1 | -9 | -8 | -4 | -3 | -2 | 22 | 6 | -3
4 | OC(Cn1nnc2ccccc21)Cn1c(C(F)(F)F)nc2ccccc21 (centres undefined) | -1 | 3 | 1[fluorescence artefact?] | 7 | -7 | 2 | 1 | 26 | -6
5 | COc1cc(/C=C2/C(=N)N3C=CSC3=NC2=O)ccc1OCCCOc1ccccc1C | -8 | -3 | 30 | -3 | -24 | 0 | 1 | 6 | 18
6 | COc1cc(C(=O)NNC(=S)NC(=O)/C=C/c2ccccc2)cc(OC)c1OC | 3 | -5 | -16 | 0 | 0 | -1 | -4 | 4 | -25
7 | COc1cccc(C(=O)Nc2cc3c(cc2Cl)OCCCO3)c1 | -2 | -4 | 3[fluorescence artefact?] | 6 | 0 | 7 | 5 | 10 | -9
8 | Cc1ccc(-c2ccc(/C=N/NC(N)=S)o2)cc1 | 30 | 3 | 5 | 5 | 8 | 2 | -11 | 12 | 5
9 | CCCC(=O)Nc1ccccc1NC(=O)c1ccc(OC(C)=O)cc1 | -1 | -5 | -6 | -3 | 1 | 0 | 21 | 9 | 8
10 | O=C(NCCCN1CCOCC1)c1ccco1 | -2 | 6 | -2 | 17 | 3 | -1 | 0 | 28 | -15
11 | COc1cc(-c2n[nH]c(=S)n2-c2ccccc2C(F)(F)F)cc(OC)c1OC | 6 | 2 | -6 | 4 | 2 | -1 | -2 | 13 | 0
12 | N#Cc1ccccc1NC(=O)COC(=O)/C=C/c1cn(-c2ccccc2)nc1-c1ccc(Cl)cc1 | 0 | -4 | 8 | -6 | -3 | 1 | 10 | 5 | 1
13 | O=C(COc1ccccc1)NNC(=O)c1cc2ccccc2oc1=O | 2 | -1 | -7[fluorescence artefact?] | 0 | 0 | 0 | 2 | 8 | -6
14 | CCN(CC)CCCNC1=C(Cl)C(=O)c2ccccc2C1=O | -2 | -1 | -5 | 0 | 0 | -1 | 4 | 11 | nt
15 | Cc1cc(C)c2cc(CNC3CCCC3)c(Cl)nc2c1 | 1 | -9 | -20 | -4 | -5 | 1 | 21 | 3 | -4
16 | Cc1cccc(C(=O)N[C@H](C(=O)Nc2ncc(C)s2)C(C)C)c1 | 1 | 0 | -5 | 0 | 4 | 1 | 3 | 13 | 6
17 | CCOC(=O)C1(Cc2cccc(F)c2)CCN(Cc2cnn(CC)c2)CC1 | 1 | 0 | -13 | 6 | 1 | 1 | -12 | 13 | 9
18 | Cc1cccc(OCCCn2ccnc2)c1 | 3 | 0 | -5 | -2 | 0 | -2 | -10 | 11 | -7
19 | NCCCCc1cn(CC(=O)N2CCNCC2)nn1 | 0 | -2 | -3 | 0 | -7 | 3 | 1 | 13 | 1
20 | CCOc1ccc(C(OC(=O)c2ccco2)C(=O)NCc2ccc(C)cc2)cc1 (centres undefined) | nt | -6 | 9 | -12 | -2 | -1 | -1 | -1 | 6
21 | O=C(Nn1c(O)c(C=C2N=c3ccccc3=N2)sc1=S)c1ccc(Cl)cc1 | 8 | 1 | -6[fluorescence artefact?] | 4 | -6 | 5 | 0 | 10 | -10
22 | CCOc1cc(/C=C2\N=C(C)OC2=O)cc(Br)c1OCCc1ccccc1 | -8 | -6 | -9 | -12 | -7 | 0 | 1 | -10 | 0
23 | CC1=C(C(=O)N(C)CCC#N)C2(CCCCC2)OC1=O | 0 | 1 | 11 | -1 | -6 | 7 | 2 | 7 | -10
24 | Nc1ncnc2nc(SCCN3CCCCC3)[nH]c12 | 0 | 76* | -12 | -10 | -1 | 2 | 1 | -3 | -18
25 | CCc1ccccc1N1CCN(S(=O)(=O)c2cc(OC)ccc2OC)CC1 | -1 | 2 | -1 | 1 | 2 | -1 | -1 | 8 | 5
26 | C=CCOc1ccc(C2C(C(=O)c3ccco3)=C(O)C(=O)N2CCCN(CC)CC)cc1 (centres undefined) | -3 | 4 | 10 | 1 | -1 | -1 | 2 | 15 | 7
27 | CCOc1ccc(NC(=O)c2ccc3c(c2)N(Cc2ccc(F)cc2)C(=O)CS3=O)cc1 (centres undefined) | -5 | 0 | 4 | -8 | -1 | -2 | 20 | -2 | 6
28 | COc1ccccc1N1C(=O)[C@@H]2C(C(=O)CN3C(=O)c4ccccc4C3=O)=NN[C@@H]2C1=O | 1 | -12 | -1 | -1 | 0 | 1 | 6 | 0 | 0
29 | O=C(CC1C(=O)NCCN1C(=O)Nc1ccc(Cl)cc1)Nc1ccc(F)cc1 (centres undefined) | -1 | 3 | -5 | -4 | 2 | -4 | 18 | 5 | 12
30 | Fc1c(F)c(C(F)(F)F)c(F)c(F)c1N1CCN(c2ccc3nnc(C(F)(F)F)n3n2)CC1 | 0 | -1 | 8 | 3 | -9 | -2 | 8 | 11 | -1

cpd | Molecule | Runt-CBFb FRET | thrombin 1536 | 14-3-3 Bad inh | FXIa inh 1536 | Runt-SMMHC FRET | Wee1 degr inh | Hck Nef HTS | FXIIa inh 1536 | hK5 inh
31 | O=C(c1cc2n(n1)C(C(F)(F)F)CC(c1ccc(F)cc1)N2)N1CCCC1 (centres undefined) | -10 | -6 | 5 | 0 | -8 | -3 | 2 | 6 | -13
32 | N=C1C(c2nc3ccccc3s2)=C(O)CN1C1CCC(O)CC1 (centres undefined) | 2 | -1 | 13 | -4 | 2 | -4 | 3 | 3 | -6
33 | COC(=O)c1cc(OC)c(OC)c(OC)c1NC(=O)c1ccc(S(=O)(=O)N(C)C)cc1 | -1 | -5 | 7 | -6 | -2 | -1 | 2 | 0 | 8
34 | CCn1c(SCC(=O)N2CCOCC2)nc2c(c1=O)SC(C)C2 (centres undefined) | -2 | 1 | -2 | 3 | -2 | -2 | 1 | 14 | 5
35 | O=C(CCCc1nc(-c2ccc(Cl)cc2)no1)N1CCOCC1 | 0 | -1 | -2 | 2 | -2 | 0 | -4 | 13 | -29
36 | O=C(Nc1cccc(Cl)c1)c1ccc(OC(=S)N2CCOCC2)cc1 | 1 | -16 | -9 | -5 | -1 | -1 | 28 | 7 | -8
37 | O=c1nc2c(O)cccn2c2c1c(=O)[nH]c1ccccc12 | 5 | 0 | 2[fluorescence artefact?] | 10 | 8 | 1 | -5 | 8 | -5
38 | Cc1cc(C)n2nc(CC(=O)NCc3ccccc3Cl)nc2n1 | 0 | 3 | 9 | -5 | -4 | 0 | 0 | 3 | 7
39 | CCCCCNS(=O)(=O)c1cc(C)ccc1OC | -3 | 11 | 22[fluorescence artefact?] | 14 | -5 | 4 | 0 | 12 | 6
40 | COc1cc(SC#N)ccc1N=Cc1c(C)[nH]n(-c2ccc(C)cc2C)c1=O | 30 | 5 | 5 | 5 | 13 | 1 | -1 | 20 | -20
41 | CC(C)C(NC(=O)OCc1ccccc1)C(=O)N1CCOCCOCCOCC1 (centres undefined) | -2 | -11 | -7 | -5 | 0 | 1 | 21 | 3 | -4
42 | COc1ccc(NS(=O)(=O)c2ccc(NC(C)=O)cc2)c(OC)c1 | 1 | -13 | 0 | -5 | 4 | -2 | 27 | 5 | -2
43 | Cc1ccc(COc2ccccc2C(=S)N2CCCC2)cc1 | 10 | -3 | 0 | -3 | 0 | 1 | 9 | 5 | -1
44 | CCOC(=O)c1cn(CC(=O)Nc2cccc(F)c2)nn1 | -1 | 4 | -13 | -4 | 0 | 1 | -12 | 2 | 0
45 | C=CCN1C(=O)C(O)(CC(=O)c2ccc(-n3cccc3)cc2)c2ccccc21 (centres undefined) | 3 | -9 | 7 | 3 | -3 | 0 | 8 | 13 | -2
46 | Cc1cc(N(CCO)CCO)nc(-n2nc(C)cc2C)n1 | 0 | -17 | 3 | 5 | -3 | -4 | 0 | -2 | 3
47 | Fc1ccccc1Nc1nc2ccccc2n2nnnc12 | 11 | -5 | 11 | 0 | 16 | 4 | 2 | 14 | -4
48 | CCOc1cc(NC(=S)NCc2ccco2)c(OCC)cc1NC(C)=O | 3 | 3 | -3 | -3 | -2 | -2 | 1 | 1 | -21
49 | COc1ccc(NC(=O)C(=O)NCCO)cc1Cl | -2 | -5 | -17 | 0 | 0 | 1 | 2 | 2 | -22
50 | CCCOC(=O)CC1C(=O)NCCN1Cc1cc(OC)cc(OC)c1 (centres undefined) | 1 | -2 | -6 | 1 | 0 | -2 | 18 | 7 | 4
51 | Cc1ccnc(NC(=O)c2cccc(NS(=O)(=O)c3ccccc3C)c2)c1 | 0 | -5 | -8 | -7 | 0 | -2 | 3 | -1 | -17
52 | O=C(NC1CCCCC1)C1CCCN(S(=O)(=O)c2ccc(Br)s2)C1 (centres undefined) | 0 | -10 | -20 | -3 | -4 | 1 | 21 | 3 | -3
53 | CCC(=O)Nc1ccc(OCc2nnc3c4ccccc4c(C)nn23)cc1 | nt | -8 | -8 | -6 | nt | 1 | 15 | 0 | 1
54 | Cc1ccc(C)c(-c2csc(N/N=C/c3ccco3)n2)c1 | -2 | 2 | -20 | -3 | -5 | 4 | 20 | 5 | -1
